Assay outcomes deposited in PubChem by National Center for Advancing Translational Sciences (NCATS).
SMN2 splice up = SMN2 splice variant enhancement; 210,000 tested, 2.8% active; AID 1458; HEK293 SMN2-luciferase splicing reporter, luminescence, 30-36 h; Potency, µM (top dose mostly 46.1 µM), for the others: at the highest dose activity change, positive = activation, actives largely listed as activators; also: % of control where 0% means no effect; nearly all actives have a fitted effect of over 55% in size
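HEK293 cells carry an SMN2 minigene-luciferase reporter in which exon 7 inclusion puts luciferase in frame. Cells were seeded at 2000 cells/well, attached for 10-12 hours, then exposed to compounds for 30-36 hours at 37C before ONE-Glo luminescence.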
Tau fibril FP = inhibitors of human tau fibril formation | P10636 | K18 P301L tau heparin fibrillization, Alexa594 FP, 6 h | Potency, µM (highest dose often 57.7 µM), inactives show at the top dose activity, negative = inhibition, hits mostly inhibitors | 280,000 tested, 0.39% active | AID 1468; also: % is scaled to controls: 0 for no effect and ±100 for the full control effect; nearly all actives have a fitted effect of over 55% in size
Target sequence (P10636 561-689 P618L limits assumed): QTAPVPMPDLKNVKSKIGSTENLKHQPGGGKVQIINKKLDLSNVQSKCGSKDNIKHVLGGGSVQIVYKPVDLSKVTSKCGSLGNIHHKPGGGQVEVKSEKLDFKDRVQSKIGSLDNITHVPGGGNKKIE
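Read-out: fluorescence polarization of Alexa 594-labeled tau (0.24 uM), 555 nm excitation, 632 nm emission. Mixtures held 15 uM unlabeled K18 P301L, compound and 20 uM heparin, pH 7 acetate buffer, incubated 6 hr at 37 C.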
HTT ATP protect = cytoprotection in Huntington HTT-Q103 PC12 cell model. PC12 HTT-Q103 induced, cytoprotection, ATP luminescence, 40 h. Potency, µM (doses to about 56.4 µM), without a hit: cytoprotection (ATP increase), hits mostly activators. 230,000 tested, 0.14% active. AID 1471;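 also: % of control where 0% means no effect; nearly all actives have a fitted effect of over 45% in size; toxic huntingtin expression switched on by the ecdysone agonist tebufenozide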
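Huntington model: PC12 line, ecdysone-inducible HTTQ103 exon1–GFP, tebufenozide 100 nM. Test articles in a dose series. Endpoint luminescence from cellular ATP.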
Tau ThT inhib = inhibitors of human tau fibril formation, thioflavin T binding | P10636 | recombinant tau K18 P301L, heparin-induced fibrillization, ThT fluorescence | Potency, µM (highest dose often 57.4 µM), without a hit: at the top dose activity, negative = inhibition, most hits filed as inhibitors | 270,000 tested, 2.1% active; also: % is scaled to controls: 0 for no effect and ±100 for the full control effect; nearly all actives have a fitted effect of over 55% in size
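Aggregation was driven by heparin (20 uM final) acting on recombinant tau […] bearing P301L in 100 mM sodium acetate pH 7; fibrils were detected with Thioflavin T.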
Tau fluor counter = counter-screen for tau fibril formation inhibitors; tau K18 P301L Alexa594 fluorescence, heparin fibrillization; Potency, µM (titrated, usually from 57.7 µM), for the others: at the top dose activity change, negative = decrease; 280,000 tested, 0.93% active; AID 1463; also: % is scaled to controls: 0 for no effect and ±100 for the full control effect; nearly all actives have a fitted effect of over 55% in size
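Human tau K18 P301L (15 uM unlabeled, 0.24 uM Alexa 594-labeled) in 100 mM sodium acetate pH 7 with 20 uM heparin, 6 hr at 37 C. ThT 30 uM added, 1 hr ambient; Alexa 594 FP and total fluorescence read at 555/632 nm.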
ALDH1A1 inh = blocks purified human ALDH1A1 activity | P00352 | Purified ALDH1A1, NADH fluorescence, propionaldehyde substrate | Potency, µM (highest dose often 75.3 µM), inactives show at the highest dose activity, negative = inhibition, usual class: inhibitors | 220,000 tested, 7.3% active | AID 1030; active = well fitted inhibition curve with a large enough effect, not every such curve was filed as active; inconclusive = small, poorly fitted or top-dose-only effect, or another doubt; inactive = no such curve, though single readings can be large or run the other way;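 also: plate controls were no enzyme wells and a reference inhibitor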
Target sequence (P00352 whole entry, looked up): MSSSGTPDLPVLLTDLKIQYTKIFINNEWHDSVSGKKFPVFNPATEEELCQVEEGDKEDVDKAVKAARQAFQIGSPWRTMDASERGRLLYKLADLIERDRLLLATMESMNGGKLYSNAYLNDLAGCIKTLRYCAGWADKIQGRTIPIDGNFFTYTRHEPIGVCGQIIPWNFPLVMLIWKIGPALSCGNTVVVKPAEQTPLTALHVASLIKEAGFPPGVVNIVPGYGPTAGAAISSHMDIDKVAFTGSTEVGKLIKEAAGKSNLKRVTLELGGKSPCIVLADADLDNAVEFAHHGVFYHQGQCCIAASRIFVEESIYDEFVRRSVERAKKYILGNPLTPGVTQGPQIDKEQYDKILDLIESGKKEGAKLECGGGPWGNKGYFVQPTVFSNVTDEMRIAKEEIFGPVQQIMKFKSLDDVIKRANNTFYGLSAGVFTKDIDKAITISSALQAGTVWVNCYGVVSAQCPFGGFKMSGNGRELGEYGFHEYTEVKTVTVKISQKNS
HttQ103 aggreg = inhibitors of mutant huntingtin aggregate formation in PC12 cells. PC12 HttQ103-GFP aggregates, Acumen cytometry, 40 h. Potency, µM (highest dose often 46.1 µM), inactives show at the top dose activity change, negative = inhibition, actives largely listed as inhibitors. 220,000 tested, 1.1% active. AID 1688; also: % is scaled to controls: 0 for no effect and ±100 for the full control effect; nearly all actives have a fitted effect of over 60% in size
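PC12 cells stably carrying ecdysone-inducible HTT exon 1 Q103–GFP were induced with tebufenozide (100 nM final) and treated with library compounds in titration. GFP aggregates in lysates were counted by laser scanning cytometry.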
KDM4E inh = JMJD2E (human) inhibition. B2RXH2. JMJD2E catalytic domain, FDH-coupled NADH fluorescence (FDH is formaldehyde dehydrogenase). Potency, µM (titrated, usually from 57.1 µM), for the others: top-dose activity change, negative = inhibition, usual class: inhibitors. 230,000 tested, 1.6% active. AID 2147; active = well fitted inhibition curve with a large enough effect, not every such curve was filed as active; inconclusive = small, poorly fitted or top-dose-only effect, or another doubt; inactive = no such curve, though single readings can be large or run the other way;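 also: 0% = wells with enzyme and -100% = buffer wells without enzyme; nearly all actives have a fitted effect of over 50% in size; many of its hits are not listed in these tables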
Target sequence (B2RXH2 1-337 limits assumed): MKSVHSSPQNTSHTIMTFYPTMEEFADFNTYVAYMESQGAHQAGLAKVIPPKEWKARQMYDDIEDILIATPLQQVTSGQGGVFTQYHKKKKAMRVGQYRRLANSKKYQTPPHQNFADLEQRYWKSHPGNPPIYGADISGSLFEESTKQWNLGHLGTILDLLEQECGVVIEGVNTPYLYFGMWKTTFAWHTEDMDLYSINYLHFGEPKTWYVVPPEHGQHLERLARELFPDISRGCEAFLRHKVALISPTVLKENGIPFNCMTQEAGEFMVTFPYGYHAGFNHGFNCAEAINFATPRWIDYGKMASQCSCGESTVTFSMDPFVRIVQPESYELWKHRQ
Active calls of the source: *; & = joins results of further samples; [ ] = remark or other dose. Unless noted, calls follow the shape of the dose curve; as a rule, active = well fitted curve in the direction sought with a large enough effect; inconclusive = small, poorly fitted or top-dose-only effect, or another doubt; inactive = no such curve, though single readings can be large; an effect the other way counts as inactive or inconclusive. Potency is read from the fitted curve at half-maximal effect. These rows are one share of the data; the hit share may differ from the screen's.

Cc1ccc(-c2nc3ccccn3c2NCc2ccc3c(c2)OCO3)cc1 was read as SMN2 splice up inconclusive, Tau fibril FP 16%, HTT ATP protect -34%, Tau ThT inhib inconclusive, Tau fluor counter inconclusive, ALDH1A1 inh inconclusive, HttQ103 aggreg -8% and KDM4E inh inconclusive.
Screening COc1cccc(C2=CC(c3ccc(N(C)C)cc3)n3nnnc3N2)c1 (stereo unspecified) returned SMN2 splice up 29%, Tau fibril FP 7%, HTT ATP protect -10%, Tau ThT inhib inconclusive, Tau fluor counter inconclusive, ALDH1A1 inh inconclusive, HttQ103 aggreg 14% and KDM4E inh inconclusive.
Screening Cc1[nH]nc(SCC(=O)N2CCCC2)c1[N+](=O)[O-] returned SMN2 splice up -4%, Tau fibril FP 5%, HTT ATP protect -47%[inhibitor], Tau ThT inhib inconclusive, Tau fluor counter -7%, ALDH1A1 inh -14%, HttQ103 aggreg -8% and KDM4E inh -12%.
O=C(Nc1nc(-c2cccc3ccccc23)cs1)c1cnccn1 was read as SMN2 splice up 7%, Tau fibril FP 5%, HTT ATP protect 9%[10 µM], Tau ThT inhib inconclusive, Tau fluor counter -25%, ALDH1A1 inh 9%, HttQ103 aggreg -13% and KDM4E inh -12%.
Screening O=C(Nc1nnc(C2CC2)s1)c1ccc(Cl)c(S(=O)(=O)N2CCc3ccccc3C2)c1 returned SMN2 splice up -52%[inhibitor], Tau fibril FP -15%, HTT ATP protect -1%[1.9 µM], Tau ThT inhib 5%, Tau fluor counter -25%, ALDH1A1 inh -15%, HttQ103 aggreg inconclusive and KDM4E inh inconclusive.
`Brc1ccc(/C=N/Nc2nncc(-c3ccccc3)n2)o1` gave SMN2 splice up 6%, Tau fibril FP 2%, HTT ATP protect -22%, Tau ThT inhib inconclusive, Tau fluor counter -8%, ALDH1A1 inh 8%, HttQ103 aggreg -4% and KDM4E inh 4%.
COc1ccc(CC(C)N2CCN(c3cccc(C(F)(F)F)c3)CC2)cc1OC (stereo unspecified) was read as SMN2 splice up -89%[inhibitor], Tau fibril FP 8%, HTT ATP protect -8%, Tau ThT inhib inconclusive, Tau fluor counter -19%, ALDH1A1 inh 5%, HttQ103 aggreg 0%[9.22 µM] and KDM4E inh 7%.
Screening Cc1nc(-c2coc3cc(C)c(N=O)c(O)c3/c2=N\N)cs1 returned SMN2 splice up 3%, Tau fibril FP 0%, HTT ATP protect -38%, Tau ThT inhib inconclusive, Tau fluor counter -13%, ALDH1A1 inh -3%, HttQ103 aggreg -13% and KDM4E inh -2%.
Screening CCOC(=O)c1ccc(NC(=O)CSc2nc3c(c(=O)n2CC)SC(C)C3)cc1 (stereo unspecified) returned SMN2 splice up -36%[inhibitor], Tau fibril FP 0%, HTT ATP protect 6%[10 µM], Tau ThT inhib inconclusive, Tau fluor counter inconclusive, ALDH1A1 inh inconclusive, HttQ103 aggreg -15% and KDM4E inh 9%.
CCCNC(=O)C1CCN(c2cc(C)nc3c(-c4ccc(OC)c(OC)c4)c(C)nn23)CC1 was read as SMN2 splice up 0%, Tau fibril FP 1%, Tau ThT inhib inconclusive and Tau fluor counter -28%.
O=C(O)CCCC(=O)Nc1ccc(-n2ccc(C(F)(F)F)n2)cc1 was read as Tau fibril FP 1%, HTT ATP protect 11%[10 µM], Tau ThT inhib -2%, Tau fluor counter -2%, HttQ103 aggreg 18%[9.22 µM] and KDM4E inh -4%.
`O=C(NCc1cccnc1)c1cc(-c2ccc(Cl)cc2)oc1C(F)(F)F` gave Tau fibril FP 3%, HTT ATP protect 1%[10 µM], Tau fluor counter -16%, HttQ103 aggreg -1%[9.22 µM] and KDM4E inh -23%.
For COc1ccc(-c2nnc(SC(C)C(=O)Nc3cccc(Cl)c3)o2)cc1 (stereo unspecified) the results were SMN2 splice up 16µM*, Tau fibril FP inconclusive, HTT ATP protect -49%[inhibitor][10 µM], Tau ThT inhib -12%, Tau fluor counter inconclusive, ALDH1A1 inh inconclusive, HttQ103 aggreg -1% and KDM4E inh -2%.
For Brc1ccc(/C=N/Nc2ncnc3c2cnn3Cc2ccccc2)cc1 the results were SMN2 splice up 3%, Tau fibril FP -9%, HTT ATP protect 4%, Tau ThT inhib -1%, Tau fluor counter inconclusive, ALDH1A1 inh 2%, HttQ103 aggreg 1% and KDM4E inh 8%.
CCC(Oc1ccccc1)C(=O)Nc1ccc(S(=O)(=O)Nc2cnc3ccccc3n2)cc1 (stereo unspecified) was read as SMN2 splice up -13%, Tau fibril FP 4%, HTT ATP protect 4%[10 µM], Tau ThT inhib -4%, Tau fluor counter 0%, ALDH1A1 inh inconclusive, HttQ103 aggreg 24% and KDM4E inh inconclusive.
Cc1ccc(C(=O)NCCSc2c(C)[nH]c3ccccc23)cc1C was read as SMN2 splice up -39%[inhibitor], Tau fibril FP 7%, Tau ThT inhib inconclusive and Tau fluor counter 13µM*[quencher].
`C=C(C)C(O)/C=C/c1ccc(C(F)(F)F)cc1` (stereo unspecified) gave SMN2 splice up 1%&1%, Tau fibril FP -2%&-5%, HTT ATP protect inconclusive, Tau ThT inhib -11%&-3%, Tau fluor counter -16%&-6%, ALDH1A1 inh -5%&12% and KDM4E inh -4%&-2%.
For Cc1c(C(=O)N(Cc2ccccc2F)C2CCS(=O)(=O)C2)oc2ccc(F)cc12 (stereo unspecified) the results were SMN2 splice up -25%, Tau fibril FP 6%, Tau ThT inhib inconclusive and Tau fluor counter -25%.
Screening O=C(O)c1ccc(CNCc2ccc(F)cc2)cc1 returned SMN2 splice up 6%, Tau fibril FP 3%, HTT ATP protect -30%, Tau ThT inhib 1%, Tau fluor counter 8%, ALDH1A1 inh 8%, HttQ103 aggreg 13% and KDM4E inh 3%.
Screening CCCOc1ccc(C(CC(=O)O)NS(=O)(=O)c2ccc(NC(C)=O)cc2)cc1 (stereo unspecified) returned SMN2 splice up 3%, Tau fibril FP -4%, HTT ATP protect 1%, Tau ThT inhib -7%, Tau fluor counter -8%, ALDH1A1 inh -1%, HttQ103 aggreg 13% and KDM4E inh 15%.
For COc1ccc(-c2csc3ncnc(NCCN4CCOCC4)c23)cc1 the results were SMN2 splice up -1%, Tau fibril FP -3%, HTT ATP protect -26%, Tau ThT inhib -6%, Tau fluor counter -3%, ALDH1A1 inh -2%, HttQ103 aggreg 13µM* and KDM4E inh 4%.
Screening O=C(NC1CC1)C1=C[C@@H](c2coc3ccccc3c2=O)C[C@@H](OCCCCO)O1 returned Tau fibril FP -3%, HTT ATP protect -3%[10 µM], Tau ThT inhib -5%, Tau fluor counter 7%, HttQ103 aggreg -24%[9.22 µM] and KDM4E inh 0%.
CCOC(=O)c1c(C)[nH]c(C)c1C(=O)CSc1nc(N)cc(=O)[nH]1 was read as SMN2 splice up -2%, Tau fibril FP -12%, HTT ATP protect 10%, Tau ThT inhib -16%, Tau fluor counter -7%, ALDH1A1 inh 5%, HttQ103 aggreg -3% and KDM4E inh 1%.
`COc1ccc(Cl)c(NC(=O)NCCN2CCN(c3ccccc3)CC2)c1` gave SMN2 splice up 28%, Tau fibril FP 7%, HTT ATP protect -19%, Tau ThT inhib -2%, Tau fluor counter -3%, ALDH1A1 inh 4%, HttQ103 aggreg -5% and KDM4E inh -6%.
`Cc1cc(Cn2ccnc2)c(C)cc1Cn1ccnc1` gave SMN2 splice up -25%, Tau fibril FP 5%, HTT ATP protect 20%[10 µM], Tau ThT inhib -7%, Tau fluor counter 0%, ALDH1A1 inh 5%, HttQ103 aggreg 2% and KDM4E inh 7%.
Screening O=C(O)CS(=O)CC(=O)Nc1cccc(C(F)(F)F)c1 (stereo unspecified) returned SMN2 splice up 0%, Tau fibril FP 2%, HTT ATP protect 1%, Tau ThT inhib 5%, Tau fluor counter 0%, ALDH1A1 inh 1.8µM*, HttQ103 aggreg 15% and KDM4E inh 1%.
CCOc1ccc(/C=C/c2c([N+](=O)[O-])c(=O)n(C)c(=O)n2C)cc1 was read as SMN2 splice up -44%[inhibitor], Tau fibril FP -4%, HTT ATP protect 7.9µM*, Tau ThT inhib inconclusive, Tau fluor counter -4%, ALDH1A1 inh 1%, HttQ103 aggreg -18% and KDM4E inh 6%.
`COc1ccc(C(=O)C[n+]2ccccc2/C=N/O)cc1` gave SMN2 splice up inconclusive, Tau fibril FP -10%, Tau ThT inhib -16%, Tau fluor counter -9%, ALDH1A1 inh -15%, HttQ103 aggreg -12% and KDM4E inh inconclusive.
Screening COc1ccccc1CN1C[C@@H]2C[C@@H](c3ccccc3OC)N3CCC[C@@]23C1=O returned Tau fibril FP 0%, HTT ATP protect 0%[10 µM], Tau ThT inhib -10%, Tau fluor counter -7%, HttQ103 aggreg 2%[9.22 µM] and KDM4E inh -6%.
`Fc1ccccc1CSc1nc2ncc(Br)cc2[nH]1` gave SMN2 splice up inconclusive, Tau fibril FP -2%, HTT ATP protect -27%, Tau ThT inhib -12%, Tau fluor counter -18%, ALDH1A1 inh -15%, HttQ103 aggreg -12%[9.22 µM] and KDM4E inh -11%.
COc1ccc(CNc2ccc([N+](=O)[O-])cc2C)cc1 was read as Tau fibril FP -16%, HTT ATP protect 31%[10 µM], Tau fluor counter -13%, HttQ103 aggreg -15%[9.22 µM] and KDM4E inh -4%.
`COCc1cc(=O)[nH]c(/N=C(\N)Nc2c(F)cccc2F)n1` gave Tau fibril FP 3%, HTT ATP protect 11%[10 µM], Tau fluor counter 1%, HttQ103 aggreg -4%[9.22 µM] and KDM4E inh 2%.
O=C(CSc1nnnn1-c1ccccc1)c1cc2ccccc2oc1=O was read as SMN2 splice up -9%, Tau fibril FP -4%, HTT ATP protect -14%[0.074 µM], Tau ThT inhib -13%, Tau fluor counter -14%, ALDH1A1 inh -5%, HttQ103 aggreg inconclusive and KDM4E inh 11%.
